Assay outcomes deposited in PubChem by National Center for Advancing Translational Sciences (NCATS).
HEK293 tox = cytotoxicity in counter-screen for GLP-1R inverse agonists | HEK293 cAMP-luciferase reporter cells, luminescence, 24 h | Potency, µM (series often up to 38.3 µM), for inactives: top-dose activity change, negative = inhibition, most hits filed as inhibitors | 0.13% of 410,000 active | AID 624418;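 note: loss of luciferase light is scored as toxicity; % is set by controls: 0 for no effect and ±100 for the full control effect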
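Here, cytotoxicity is scored as loss of luminescence. The MLSMR collection was tested on cells seeded in medium containing 10% Nu serum, with a 24 hr compound exposure preceded by 12 hours of culture.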
TDP-43 yeast inh = TDP-43 toxicity inhibition in yeast; TDP-43 expressing yeast growth rescue, BacTiter-Glo, 24 h; Potency, µM (highest dose often 46.1 µM), for the others: at the top dose growth rescue (activation), actives largely listed as activators; 1.8% of 410,000 active; AID 652104; note: % of control where 0% means no effect; nearly all actives have a fitted effect of over 50% in size
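Readout is BacTiter-Glo luminescence of cell growth, so inhibitors register as activators. TDP-43-expressing yeast at OD600=0.02 in galactose medium, after raffinose pregrowth to mid-log, were incubated with compound for 24 hr at 30 deg C.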
SW480 rerep = DNA re-replication induction in SW480 cells; SW480 DNA re-replication, Hoechst DNA content imaging, 48 h; Potency, µM (doses to about 46.1 µM), without a hit: top-dose re-replication activation, actives largely listed as activators; AID 624297; 1.8% of 340,000 active; note: % of control where 0% means no effect; nearly all actives have a fitted effect of over 55% in size
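Image-based DNA-content assay: after two days of treatment, nuclei were labelled with the DNA dye Hoechst and imaged, and hits were compounds raising the count of nuclei showing high fluorescence intensity.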
HT1080-NT tox = kills 2HG-producing HT-1080-NT fibrosarcoma cells | HT-1080-NT fibrosarcoma viability, CellTiter-Glo ATP luminescence, 48 h | 1.6% of 360,000 active | AID 686970 | Potency, µM (titrated, usually from 46.1 µM), for inactives: top-dose activity, negative = less viability, actives largely listed as cytotoxic;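 note: NT is the 2HG producing partner of a matched IDH1 knockdown line; 0% = DMSO-treated cells and -100% = media-only wells without cells; nearly all actives have a fitted effect of over 55% in size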
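Compounds were tested in concentration-response format on HT-1080-NT cells for 48 hours at 37 degrees C. Cell viability came from CellTiter-Glo luminescence; curves were classified by r2, response magnitude and activity.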
GLP1R ag = activates the human GLP-1 receptor. 0.007% of 380,000 active. HEK293 GLP-1R CRE-luciferase, luminescence, 4-6 h; cells express a hypersensitive GLP-1R form. Potency, µM (titrated, usually from 45.6 µM), inactives show at the top dose activation, usual class: activators. AID 624172. P43220; note: % of control where 0% means no effect
Target sequence (P43220 whole entry, looked up): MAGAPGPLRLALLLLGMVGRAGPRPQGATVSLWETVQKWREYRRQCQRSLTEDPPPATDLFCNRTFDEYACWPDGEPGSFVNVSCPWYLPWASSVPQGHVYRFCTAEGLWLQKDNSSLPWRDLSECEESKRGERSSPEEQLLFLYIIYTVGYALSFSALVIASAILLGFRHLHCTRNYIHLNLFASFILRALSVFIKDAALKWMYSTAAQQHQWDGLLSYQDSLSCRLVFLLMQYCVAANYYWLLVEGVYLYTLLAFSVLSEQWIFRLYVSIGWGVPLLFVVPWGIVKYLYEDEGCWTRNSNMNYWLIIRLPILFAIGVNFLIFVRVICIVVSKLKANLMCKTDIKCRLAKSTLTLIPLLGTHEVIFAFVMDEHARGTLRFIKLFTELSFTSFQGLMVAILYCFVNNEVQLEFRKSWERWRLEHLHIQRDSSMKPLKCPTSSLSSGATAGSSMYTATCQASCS
HT1080 IDH1KD tx = HT-1080 IDH1 knockdown cell toxicity (counter line). HT-1080 IDH1 knockdown viability, ATP luminescence, 48 h. Potency, µM (highest dose often 46.1 µM), for inactives: at the top dose activity, negative = toxicity, usual class: cytotoxic. 2% of 360,000 active;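 note: 0% = DMSO wells and -100% = cell-free medium wells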
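% activity derives from luminescence (CellTiter-Glo), normalised to DMSO and no-cell wells. HT-1080-IDH1KD cells, 750/well, had 48 h compound exposure at 37 °C.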
GLP1R inv ag = acts as inverse agonist at human GLP-1 receptor | P43220 | HEK293 GLP-1R CRE-luciferase, luminescence, 24 h; GLP-1R form is constitutively active | Potency, µM (top dose mostly 38.3 µM), for the others: at the top dose activity change, negative = inhibition, most hits filed as inhibitors | 1.6% of 410,000 active; note: % is set by controls: 0 for no effect and ±100 for the full control effect; nearly all actives have a fitted effect of over 55% in size
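HEK293 cells stably co-expressing constitutively active GLP-1R and a cAMP-responsive luciferase reporter were seeded in DMEM with 10% Nu serum, given compounds after 12 h, and incubated 24 h at 37 deg C. Luminescence was then read.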
KB-V1 cytotox = kills drug-selected multidrug resistant KB-V1 cells | KB-V1 MDR cells viability, CellTiter-Glo, 72 h | 3.4% of 400,000 active | Potency, µM (titrated, usually from 46.1 µM), without a hit: top-dose activity change, negative = cytotoxicity, actives largely listed as cytotoxic; note: % is set by controls: 0 for no effect and ±100 for the full control effect; nearly all actives have a fitted effect of over 60% in size
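Potencies derive from concentration-effect curves fitted to normalized luminescence (CellTiter-Glo) of KB-V1 cells treated for 72 h at 37 degrees C in phenol-red-free DMEM containing 10% FBS.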
KB-3-1 tox = kills parental KB-3-1 adenocarcinoma cells | 1.4% of 400,000 active | KB-3-1 viability, CellTiter-Glo ATP luminescence, 72 h | AID 1347075 | Potency, µM (top dose mostly 46.1 µM), for inactives: at the top dose activity change, negative = cytotoxic, hits mostly cytotoxic; note: % is set by controls: 0 for no effect and ±100 for the full control effect; nearly all actives have a fitted effect of over 60% in size
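KB-3-1 parental drug-naive adenocarcinoma cells in DMEM/10% FBS, incubated 72 h at 37 C with pin-transferred compounds across a concentration series. Viability by CellTiter-Glo luminescence; concentration-response curves fitted after normalization.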
An asterisk follows results filed as active; ? = inconclusive; · = no result given; & = joins results of further samples; [ ] = dose if it differs, or a comment. Calls come from the whole dose curve; as a rule, active = well fitted curve in the direction sought with a large enough effect; inconclusive = small, poorly fitted or top-dose-only effect, or another doubt; inactive = no such curve, though single readings can be large; an effect the other way counts as inactive or inconclusive. Potency is the fitted concentration of half-maximal effect.

SMILES | HEK293 tox | TDP-43 yeast inh | SW480 rerep | HT1080-NT tox | GLP1R ag | HT1080 IDH1KD tx | GLP1R inv ag | KB-V1 cytotox | KB-3-1 tox
Cc1cc(NC(=O)c2ccc(NC(=O)C3CC3)cc2)no1 | 8% | -7% | -6% | 9% | 3% | 1% | 10% | -4% | 28%
C=CCN(C(=O)Cn1nnc2ccccc21)C(C(=O)NCCOC)c1ccc(OC)cc1OC (stereo not drawn) | 0% | -6% | -3%[9.22 µM] | 0% | -5% | 2% | 6% | 1% | -9%
CC(NC(=O)C12CC3CC(C1)CC(n1cncn1)(C3)C2)C12CC3CC(CC(C3)C1)C2 (stereo not drawn) | -19% | 30% | 0% | -14% | -3% | -21% | ? | 2% | 6%
CCOC(=O)c1cc(-c2ccccc2)sc1NC(=O)C(C)N1C(=O)NC(C)(c2ccc(Cl)cc2)C1=O (stereo not drawn) | 6% | -2% | 6% | -6% | -5% | -15% | 5.6µM* | -2% | 1%
Cc1ccccc1NC(=O)COC(=O)c1ccc(S(=O)(=O)N2CCCC2)cc1 | -13% | 0% | 6% | 9% | -1% | 14% | 7% | 1% | -13%
CC(C)CC(NC=C1C(=O)OC(C)(C)OC1=O)C(=O)O (stereo not drawn) | 0% | 2% | 1% | 14% | -10% | 7% | 7% | -1% | 9%
COc1cc(C(=O)NCC2(N3CCCCC3)CCCCC2)ccc1OCC(=O)N1CCOCC1 | -9% | 3% | -3% | -3% | 2% | -2% | 0% | 0% | -1%
CC1CCN(C(=O)c2ccccc2NC(=O)c2cccc(S(=O)(=O)N(C)C)c2)CC1 | ? | 19% | 3% | 8% | 1% | 7% | 8% | 0% | 10%
CCOc1ccccc1Nc1nnc(SCc2nnc(-c3cc(OC)c(OC)c(OC)c3)o2)s1 | ? | 23% | 0% | -6% | 5% | -14% | ? | ? | -13%
COC(=O)c1cc(-c2ccc(C)cc2)c2c(=O)n(C)c(=O)n(C)c2n1 | 1% | 14% | · | · | · | · | 0% | 17% | -5%
O=c1[nH]cnc2c1c(-c1ccccc1)cn2-c1ccccc1 | -2% | ? | -6% | 13% | 16% | 15% | -12% | ? | 1%
C=CCn1c(NC(=O)c2ccco2)nc2ccccc21 | -20% | 19% | -3% | 2% | 2% | -26% | -27% | -3% | -8%
COc1ccc(OC)c(C(=O)N2CCC(C(=O)c3ccc(F)cc3)CC2)c1 | -1% | 0% | 1% | -1% | -5% | 6% | -24% | ? | -5%
Cc1ccc(-n2ccc(=O)c(-c3ccnc(SCc4cccc(Cl)c4)n3)n2)cc1 | 9% | -2% | -3% | ? | 5% | ? | ? | ? | 0%
CCOC(=O)c1ccc(NC(=O)CN2Cc3ccccc3C2=O)cc1 | -7% | 16% | · | · | · | · | -7% | -6% | -7%
Cc1ccc(C(C)C)c(OCC(=O)NNC(=O)C(C(C)C)N2C(=O)c3ccccc3C2=O)c1 (stereo not drawn) | -29% | ? | -3% | 6% | -4% | 6% | ? | 9% | 10%
CCc1ccc(N2C(=O)CN(Cc3sccc3C)C2=S)cc1 | 16% | 14% | -4% | -19% | 7% | -24% | ? | -28% | -10%
Cc1ccc(C)c(NC(=O)C(NCC(C)(C)N2CCOCC2)c2ccccc2)c1 (stereo not drawn) | -4%[7.66 µM] | -18% | -4% | 1% | -2% | -6% | -2%[7.66 µM] | ? | 0%
CN(C)CCN(Cc1ccc(Cl)cc1)c1ccccn1 | -17% | 0% | 1%&-4% | -13% | 6% | ? | ? | -18% | 0%
O=[N+]([O-])c1ccc(N(CCO)Cc2ccccc2)c([N+](=O)[O-])c1 | -29% | 34% | -13% | -15% | 3% | -6% | ? | -1% | -3%
Cc1nn(CCC(=O)N2CCN(c3ccccc3)CC2)c(C)c1S(=O)(=O)N1CCCC1 | -4% | -2% | · | · | · | · | -12% | -16% | -17%
C#Cc1cccc(-n2nnc(C(C)=O)c2C)c1 | 2% | 30% | -17% | 23% | 0% | 16% | 5% | 18% | 15%
C=CCN(c1ccccc1OC)S(=O)(=O)c1cccc(C(=O)OCC(=O)c2c(N)n(C)c(=O)n(C)c2=O)c1 | ? | 24% | 1% | -6% | 17% | -1% | ? | 8.2µM* | ?
CN(Cc1ccccc1)C(=S)NC(=O)c1cccs1 | ? | ? | 10% | -25% | -5% | -24% | ? | -9% | ?
CCC(=O)c1cc2c(cc1NC(=O)c1ccc(C)cc1)OCCO2 | -2% | -17% | 2% | 4% | 1% | -5% | 7% | 15% | 5%
CCOC(=O)N1CCN(c2c(NCc3ccc(Cl)cc3)c(=O)c2=O)CC1 | -23% | 26% | 6.5µM* | ? | 14% | 5.8µM* | ? | 0% | 10µM*
O=C(CSc1nnc(-c2cccs2)o1)Nc1cccc(S(=O)(=O)N2CCCCC2)c1 | -5% | 4% | -9% | 3% | 1% | 2% | -1% | -31% | -12%
COC(=O)c1ccc(N2CCc3ccccc32)c([N+](=O)[O-])c1 | -27% | ? | -6% | 10% | 18% | 16% | -25% | -1% | 16%
O=C(NCc1cccs1)c1ccc(CS(=O)(=O)c2ccc(Cl)cc2)o1 | -2% | -15% | -1% | -16% | 13% | 1% | 0% | -3% | 0%
CC(NC(=O)c1cc(S(=O)(=O)N2CCCC2)cn1C)c1ccccc1 (stereo not drawn) | 7% | -4% | 17% | 0% | 0% | -6% | -7% | -12% | -2%
CCc1ccccc1NC(=O)c1cccc(N2C(=O)C3C4CCC(C4)C3C2=O)c1 (stereo not drawn) | 11% | -5% | -4% | -1% | -1% | -6% | 4% | -24% | 0%
O=C(NC12CC3CC(CC(C3)C1)C2)N1CCN(C(=O)C2CCCO2)CC1 (stereo not drawn) | 3% | -7% | -9% | 7% | -3% | -11% | 5% | -10% | 4%
COc1ccccc1NC(=O)CN(c1ccc(C)cc1)S(=O)(=O)c1c(C)n[nH]c1C | -6% | 0% | 15% | -5% | 4% | -21% | ? | ? | ?
Cc1nc2c(C)cccc2cc1C(=O)N/N=C/c1cccnc1 | 5% | -6% | -1% | -18% | 5% | ? | -14% | 10% | 30%
CCC(CO)NC1=C([N+](=O)[O-])C(=O)CC(C)(C)C1 (stereo not drawn) | -15% | 18% | 3% | 6% | 0% | 26% | 18% | 2% | 11%
Cc1nn(CCCC(=O)NCc2ccc(F)cc2)c(=O)c2nccn12 | 4% | 8% | 1% | 14% | -1% | 7% | 9% | 0% | 0%
COc1cc(CNC2CCCC2)c(Br)cc1OC1CCCC1 | ? | 3% | 25% | ? | 8% | -29% | ? | ? | -1%
O=C(OCC(=O)c1ccc[nH]1)c1ccc(Cl)c(Cl)c1 | 3% | 0% | -12% | 15% | 15% | 17% | -22% | 13% | 21%
Cc1ccccc1OCCC(=O)OCC(=O)N1CCN(S(=O)(=O)c2ccc(Cl)cc2)CC1 | -7% | ? | 0% | 0% | -7% | 5% | -2% | 3% | 17%
COCC[N+]1(C)CCCCC1 | 6% | -18%[1.82 µM] | -6% | 15% | 8% | 10% | 11% | 0% | 5%
CN(Cc1cccnc1)C(=O)CC1C(=O)NCCN1CC(c1ccccc1)c1ccccc1 (stereo not drawn) | 0% | 18% | -2% | -2% | 7% | 4% | 5% | ? | 4%
COC(=O)c1ccccc1NC(=O)C12CCC(C)(C(=O)O1)C2(C)C (stereo not drawn) | 2% | -19% | -1% | 0% | 3% | -23% | -22% | ? | 1%
O=C(Nc1ccc(Cl)cc1)N[C@H]1CC[C@H](CCn2cc(-c3ccccc3F)nn2)O[C@@H]1CO | -27% | ? | · | -20% | · | -22% | ? | ? | ?
CCCNC(=O)c1ccc(Cl)cc1Cl | -10% | 6% | -1% | 5% | 5% | 11% | 5% | 21% | 9%
Cc1ccccc1C(=NCCCN(C)C)c1ccccc1C | -19% | 4% | -4% | -3% | -5% | -4% | ? | 1% | -1%
O=C(NCc1ccccc1)C1=C[C@H](c2ccc(C(F)(F)F)cc2)C[C@H](OCCCCO)O1 | 8% | -11% | 3%[9.22 µM] | -4% | -3% | -2% | ? | -5% | -2%
N=c1ccn(Cc2cccc(Cl)c2)cc1 | -19% | 12% | -5% | -4% | 1% | -16% | ? | ? | ?
CC(=NNC(=O)c1cccc(S(=O)(=O)N2CCOCC2)c1)c1ccccc1 | 1% | 0% | ? | 1% | -1% | 5% | 3% | -4% | 2%
O=C(NCCc1ccc(F)cc1)Nc1ccccc1Cl | -7% | 18% | -3% | 1% | 8% | 0% | ? | 26% | 25%
CN(C)c1nc(C#N)nc(N(C)C)n1 | -14% | · | 5%[1.84 µM] | 16% | 9% | 6% | 0% | 16%&0% | ?
CC(C)C[C@H]1CN([C@@H](Cc2ccc(O)cc2)CN2CCCC2CN2C(=S)NC[C@@H]2Cc2ccccc2)C(=S)N1CC1CCCCC1 (stereo partly drawn) | 0% | 15% | · | -17% | -2% | -4% | ? | ? | -12%
COCC(=O)Oc1c(S(=O)(=O)c2ccc(C)cc2)c(C)nn1C(C)(C)C | -7% | ? | -7% | -8% | -2% | 1% | 17% | ? | 8%

Some of the entries above in another layout.
Each structure is followed by: HEK293 tox, TDP-43 yeast inh, SW480 rerep, HT1080-NT tox, GLP1R ag, HT1080 IDH1KD tx, GLP1R inv ag, KB-V1 cytotox, KB-3-1 tox
- CCC(CO)NC1=C([N+](=O)[O-])C(=O)CC(C)(C)C1 (stereo not drawn)
→ -15%, 18%, 3%, 6%, 0%, 26%, 18%, 2%, 11%
- Cc1nn(CCCC(=O)NCc2ccc(F)cc2)c(=O)c2nccn12
→ 4%, 8%, 1%, 14%, -1%, 7%, 9%, 0%, 0%
- COc1cc(CNC2CCCC2)c(Br)cc1OC1CCCC1
→ ?, 3%, 25%, ?, 8%, -29%, ?, ?, -1%
